Scp1 inh – Scp-1 phosphatase inhibitors, primary screen, biochemical, colorimetric, uHTS. inhibition, % at 20 µM. AID 493091, 2011. Recombinant Scp1, phosphopeptide, malachite green phosphate absorbance. actives 0.88% (n = 340,000). Carboxy-terminal domain RNA polymerase II polypeptide A small phosphatase 1 (Homo …;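 active = inhibition above about 50% at 20 µM, limit read from the data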;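 also: plate controls were DMSO wells with enzyme for no effect and wells lacking enzyme for full effect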
Target sequence (Q9GZU7 76-261 limits assumed): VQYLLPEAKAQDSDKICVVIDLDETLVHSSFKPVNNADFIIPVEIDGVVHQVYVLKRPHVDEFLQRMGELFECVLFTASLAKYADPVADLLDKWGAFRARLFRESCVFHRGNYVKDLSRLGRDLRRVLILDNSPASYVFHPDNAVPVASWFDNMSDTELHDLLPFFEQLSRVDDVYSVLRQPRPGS
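Assay system: SCP-1 catalytic fragment, aa 76-261 | Buffer or medium: Tris acetate buffer pH 5.5 with MgCl2 and Tween-20 | Compound: One concentration, 20 µM, with 1.0% DMSO | Also added: Phospho 17-mer peptide substrate | Signal: Absorbance at 630 nm | Incubation: 45 min enzyme reaction at room temperature | Measure: % inhibition of SCP-1 phosphate liberation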
NRP1-CendR mod – modulators of CendR peptide binding to NRP-1, primary screen, biochemical, fluorescence polarization, uHTS; actives 0.85% (n = 360,000); FAM-RPARPAR peptide binding to NRP-1; inhibition, % at 25 µM;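 active = inhibition or corrected inhibition above about 18%, plus a signal ratio from 0.5 to 1.5, limit read from the data, passing the limit was not always enough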; also: strong numbers were not always called active
Tb MetRS inh – T. brucei MetRS inhibitors, primary screen, biochemical, luminescence | purified T. brucei MetRS, ATP depletion, Kinase-Glo luminescence | inhibition, % at 11.9 µM | actives 0.4% (n = 360,000);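 active = inhibition above a per-plate cutoff of the control wells' mean inhibition plus 3 SD, cut at about 5.5% in these data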;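 also: 0% = DMSO wells median and 100% = median of wells with control inhibitor compound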
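technique = Kinase-Glo luminescence, ATP depletion format | system = purified MetRS (methionyl-tRNA synthetase) enzyme from Trypanosoma brucei | timing = 15 min preincubation, 2 h reaction, all 25 °C | evaluation = percent inhibition versus plate control medians | dosing = single dose, 11.9 µM final nominal, 0.9% final DMSO | also added = substrates ATP, L-methionine and bulk Escherichia coli tRNA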
NadD block – inhibitors of S. aureus NadD, primary screen, biochemical, colorimetric, uHTS; Nicotinate-nucleotide adenylyltransferase NadD (Staphylococcus aureus N315); purified NadD enzyme, colorimetric absorbance read-out; inhibition, % at 20 µM; actives 0.78% (n = 360,000); AID 602399, 2012; in the data active = inhibition above about 26%; also: some compounds past the cut are filed as inactive
Neddylation inh – inhibitors of cullin neddylation, primary screen, biochemical, TR-FRET, uHTS, NAE and Ubc12; AID 651699, 2012; calls only at 25 µM; actives 0.58% (n = 360,000); NEDD8-conjugating enzyme Ubc12 (Homo sapiens) + NEDD8-activating enzyme E1 regulatory …; in the data active = inhibition above about 36%
SKN-1 inh – suppressors of acrylamide-induced Pgst-4::GFP reporter in worms, primary screen, SKN-1 inhibitor project, whole organism, uHTS, GFP/RFP fluorescence ratio, strain VP596; inhibition, % at 21.8 µM; actives 0.49% (n = 360,000); C. elegans VP596 Pgst-4::GFP/RFP ratio, 24 h;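 active = interference check ratio from 0.5 to 1.5 plus GFP to RFP signal ratio inhibition reaching or exceeding a fixed threshold, cut at about 30% in these data, passing the limit was not always enough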; also: some compounds called inactive have numbers as strong as hits
LMPTP inh – LMPTP phosphatase inhibitors, primary screen, biochemical, fluorescence intensity, uHTS; Low molecular weight phosphotyrosine protein phosphatase (Homo sapiens), P24666; AID 651560, 2012; actives 0.22% (n = 360,000); recombinant LMPTP-A, OMFP fluorogenic substrate; inhibition, % at 20 µM;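 active = compounds that cut the enzyme signal by at least half of the control window in the single-dose screen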;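 also: plate controls were DMSO wells with enzyme plus substrate for no effect and substrate without enzyme for full effect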
Target sequence (P24666 whole entry, looked up): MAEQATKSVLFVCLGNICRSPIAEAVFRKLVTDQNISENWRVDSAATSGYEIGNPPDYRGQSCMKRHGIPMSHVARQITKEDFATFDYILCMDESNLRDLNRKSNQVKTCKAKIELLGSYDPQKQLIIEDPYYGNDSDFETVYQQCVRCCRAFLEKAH
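Material: LMPTP-A; amount: 0.625 nM enzyme; doses: single 20 µM dose; times: reaction 50 min, room temperature, dark; technique: fluorescence intensity of OMFP turnover product; benchmarks: no-enzyme and uninhibited controls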
STEP inh – STEP phosphatase inhibitors, primary screen, biochemical, fluorescence intensity, uHTS; recombinant STEP, OMFP fluorogenic substrate; inhibition, % at 20 µM; actives 0.25% (n = 360,000); Tyrosine-protein phosphatase non-receptor type 5 (Homo sapiens), P54829; AID 588621, 2011;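 active = inhibition at 20 µM, scaled per plate between control wells, above about 37%, limit read from the data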;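 also: 0% = DMSO with enzyme and substrate and 100% = substrate only without enzyme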
Target sequence (P54829 whole entry, looked up): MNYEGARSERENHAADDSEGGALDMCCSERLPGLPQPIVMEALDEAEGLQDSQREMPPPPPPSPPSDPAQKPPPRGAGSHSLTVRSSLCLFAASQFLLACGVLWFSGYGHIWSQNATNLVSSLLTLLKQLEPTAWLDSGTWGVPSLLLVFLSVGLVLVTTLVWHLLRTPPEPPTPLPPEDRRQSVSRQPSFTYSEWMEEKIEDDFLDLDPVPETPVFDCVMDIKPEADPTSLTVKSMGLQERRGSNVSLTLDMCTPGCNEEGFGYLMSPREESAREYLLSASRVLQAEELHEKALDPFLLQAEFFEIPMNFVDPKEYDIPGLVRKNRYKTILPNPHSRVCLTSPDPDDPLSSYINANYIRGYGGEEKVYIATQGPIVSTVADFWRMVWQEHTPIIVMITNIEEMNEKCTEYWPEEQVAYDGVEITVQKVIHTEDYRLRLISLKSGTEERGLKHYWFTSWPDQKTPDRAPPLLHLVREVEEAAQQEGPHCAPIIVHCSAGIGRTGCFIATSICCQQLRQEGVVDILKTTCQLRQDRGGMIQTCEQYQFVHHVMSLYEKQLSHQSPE
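Assay system: isolated STEP enzyme. Buffer or medium: pH 6.0 Bis-Tris with DTT and Tween 20. Also added: fluorogenic phosphatase substrate OMFP at 25 µM final. Dosing: 20 µM, 1% DMSO. Timing: 20 min reaction, room temperature, in the dark. Measured by: fluorescence intensity, excitation 480 nm, emission 540 nm. Evaluation: normalized % inhibition.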
DNMT1 inh – human DNMT1 methyltransferase inhibitors, primary screen, biochemical, molecular beacon, fluorescence, HinP1I cleavage, uHTS; AID 588458, 2011; actives 0.83% (n = 360,000); DNA (cytosine-5)-methyltransferase 1 (Homo sapiens), P26358; inhibition (reported as % activation of signal), % at 10 µM; in the data active = inhibition above about 50%
SUMO1-SIM PPI – modulators of SUMO1 protein-protein interactions, primary screen, biochemical, uHTS | AID 602429, 2012 | inhibition, % at 20 µM | actives 0.33% (n = 360,000) | SUMO1 binding to a labelled peptide, TR-FRET, 1 h; in the data active = inhibition above about 37%
Target sequence (P63165 whole entry, looked up): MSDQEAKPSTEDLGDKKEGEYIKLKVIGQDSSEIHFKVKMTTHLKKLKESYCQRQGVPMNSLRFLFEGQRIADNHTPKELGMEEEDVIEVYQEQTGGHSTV
Numbers without * were called inactive; i = inactive; · = no result given.

SMILES	Scp1 inh	NRP1-CendR mod	Tb MetRS inh	NadD block	Neddylation inh	SKN-1 inh	LMPTP inh	STEP inh	DNMT1 inh	SUMO1-SIM PPI
CCCSc1nnc(CNC(=O)C23CC4CC(CC(C4)C2)C3)n1Cc1ccccc1	0	-11	-0.6	2	i	8	-0.8	-2	9	1
COc1ccc(C(=O)NCCONC(=O)c2ccc(OC)cc2)cc1	-2	7	-0.3	-4	i	-1	0.6	-2	2	-6
O=[N+]([O-])c1cc(/C=N/Nc2nc(N3CCCCC3)nc(N3CCCCC3)n2)ccc1O	0	12	-0.3	10	i	15	-0.2	0	8	-26
COc1ccc(C(C)(O)c2nc(-c3ccccc3C)cs2)cc1 (centres undefined)	·	-5	-0.3	-3	i	-2	1.4	0	-2	2
COc1ccc(CCNC(=O)c2ccc(S(=O)(=O)N(C)c3ccccc3)cc2)cc1OC	-10	4	-0.5	-7	i	3	0.6	2	-1	1
CCc1ccc(N2C(=O)C(Cl)=C(N3CCCCCC3)C2=O)cc1	-16	-8	-0.5	-1	i	-2	2.4	24	3	-19
COC(=O)[C@]1(C)N[C@H](CN(C)C(=O)COc2ccccc2)[C@@H]2C(=O)N(C)C(=O)[C@@H]21	-4	-9	1.1	0	i	-7	-0.8	-1	4	0
COc1cc2cc(Oc3ccc4ccc(=O)oc4c3)c(=O)oc2cc1OC(=O)/C=C/c1ccccc1	3	27*	-0.4	32*	i	-14	-2.7	3	38	0
Cc1ccc(-c2csc3ncn(CC(N)=O)c(=O)c23)cc1C	-1	17	-0.7	-2	i	-10	-1.5	-2	2	2
CN(C)C(=O)N1CCC(C(=O)NCc2ccccc2)CC1	-8	8	-1.0	-1	i	8	-1.1	-1	-8	-2
CC(=O)c1ccc(NC(=O)CSc2nnc(NC(=O)CN3CCOCC3)s2)cc1	-2	7	-0.5	6	i	-4	0.6	-1	5	4
O=C(NCc1cccs1)c1ccccc1[N+](=O)[O-]	-7	8	0.5	-7	i	-4	-0.9	-4	1	-14
O=C(CSc1ncccn1)NC(=O)NCc1ccco1	14	-11	-0.2	10	i	2	3.5	2	6	8
NS(=O)(=O)c1ccc(NC(=O)COC(=O)CCc2nc3ccccc3c(=O)[nH]2)cc1	-6	-6	-0.1	-7	i	4	-1.3	1	7	1
CSc1ccc(NC(=O)C2(C)CCN2C(=O)c2cc(C)n(C)n2)cc1 (centres undefined)	·	-1	0.0	-6	i	-1	-0.9	-2	-4	2
CN(C)N1C(N)=C(C#N)C(c2cccs2)C2=C1CC(C)(C)CC2=O (centres undefined)	-3	-2	-0.2	-4	i	5	-0.5	0	-4	1
CN(C)CCNC(=O)c1cccc(-c2cnc3c(NC=O)cc(-c4cccc(F)c4)cn23)c1	·	-18	0.9	-5	i	18	-4.3	2	-5	18
COc1ccccc1NC(=O)CCc1nc2sc3c(c2c(=O)[nH]1)CCCC3	34	-74	-0.3	11	i	-10	7.4	1	15	11
CCC(C)C(NC(=O)/C(=C\c1ccccc1)NC(=O)c1ccc(OC)cc1)C(=O)O (centres undefined)	-14	4	-0.1	-4	i	7	-1.9	0	0	0
CCN(CC)CCCNC(=O)c1cc2c(=O)n(CC)c3ccccc3c2s1	-4	7	-0.9	-3	·	-3	-2.8	-2	0	-8
O=C1[C@@H]2[C@@H]3C[C@@H]([C@H]4ON=C(c5ccc(Cl)cc5)[C@@H]34)[C@@H]2C(=O)N1c1ccc2c(c1)OCO2	-7	6	-0.2	4	i	6	0.2	46*	-6	-1
CCC(c1nnnn1-c1c(C)cccc1C)N1CCN(CCN2CCOCC2)CC1 (centres undefined)	·	0	0.4	-5	i	-6	0.0	·	·	2
CCOC(=O)C1CCCN(c2c(N3CCOCC3)c(=O)c2=O)C1 (centres undefined)	-7	5	-0.4	-6	i	-13	-3.2	-4	5	2
O=C(CCCCCn1c(=S)[nH]c2ccc(Br)cc2c1=O)NCC1CCCO1 (centres undefined)	-9	-13	1.1	4	i	13	-0.5	0	1	3
O=C(CN1CCN(Cc2ccccc2Cl)C1=O)N1CCCCCC1	-13	-5	0.4	-2	i	-14	-2.6	2	-1	-3

Full records, looked up by structure. Values in the order: Scp1 inh	NRP1-CendR mod	Tb MetRS inh	NadD block	Neddylation inh	SKN-1 inh	LMPTP inh	STEP inh	DNMT1 inh	SUMO1-SIM PPI
`COc1ccc(C(C)(O)c2nc(-c3ccccc3C)cs2)cc1` (centres undefined) is listed as ·	-5	-0.3	-3	i	-2	1.4	0	-2	2
`CC(=O)c1ccc(NC(=O)CSc2nnc(NC(=O)CN3CCOCC3)s2)cc1` is listed as -2	7	-0.5	6	i	-4	0.6	-1	5	4

The list continues:
SMILES	Scp1 inh	NRP1-CendR mod	Tb MetRS inh	NadD block	Neddylation inh	SKN-1 inh	LMPTP inh	STEP inh	DNMT1 inh	SUMO1-SIM PPI
COc1ccc(OC)c(-c2csc(NC(=O)CSCc3c(C)noc3C)n2)c1	-3	-8	-0.3	2	i	4	2.5	-2	-12	-1
CCc1nn2c(N3CCOCC3)cc(C)nc2c1-c1ccc(F)cc1	-9	-5	-0.3	-2	i	13	1.8	1	-4	14
O=C1c2ccccc2C(=O)N1CC1c2ccccc2CCN1S(=O)(=O)c1cnc[nH]1 (centres undefined)	-2	1	-0.8	-7	i	4	-0.9	1	1	-20
COc1ccc(CCN2C(=O)CC(Sc3ncccc3C(=O)O)C2=O)cc1OC (centres undefined)	0	3	-0.7	-6	i	21	-1.0	1	-5	-1
CC1(C)CC(NC(=O)C23CCC(C)(C(=O)C2=O)C3(C)C)CC(C)(C)N1 (centres undefined)	5	4	-0.3	-2	i	-3	-0.3	-1	-5	-5
CC(=O)C1CCC2C3CCC4=CC(=O)CCC4(C)C3C(O)CC12C (centres undefined)	·	-3	0.5	4	i	22	-0.2	2	-2	-4
O=C(Nc1ccc2c(c1)OCCO2)c1ccncc1	-9	-1	-0.7	-6	i	5	-1.2	3	-2	-1
COCCNC(=O)C(OC(=O)C1=Cc2ccccc2OC1)C(C)C (centres undefined)	-40	16	-1.1	-4	i	1	0.7	1	-2	-4
CCOc1cc(C(=O)Nc2ccc(N3CCN(C(C)=O)CC3)cc2)cc(OCC)c1OCC	-6	2	-0.2	-1	i	3	0.5	1	0	3
C#CCOCCOCCOCCNc1nc(N2CCOCC2)nc(N2CCN(C(=O)[C@H](CC(N)=O)n3cc([C@@H](N)C(C)C)nn3)CC2)n1	-3	-5	-0.2	0	i	7	-6.1	0	7	-13
Cc1c(Cl)cccc1N(Cc1ccc(C(=O)O)cc1)S(=O)(=O)c1ccccc1	-1	5	-0.4	-9	i	0	-0.4	0	-7	12
COc1cc(NC(=O)c2cc(-c3ccc4c(c3)OCO4)on2)cc(OC)c1OC	-6	-5	-0.1	-1	i	5	-1.3	2	-6	11
CN(NS(C)(=O)=O)c1c(C#N)c(C(F)(F)F)nn1C	1	-8	-0.2	0	i	8	-0.4	1	-5	0
Cc1ccc(CNC(=O)Cn2c(=O)n(CC(=O)N3CCCCC3)c(=O)c3sccc32)cc1	-9	8	0.4	-5	i	9	-2.1	-2	2	3
CCN(CC)c1ccc(C(=O)c2ccccc2C(=O)O)c(O)c1	-8	-1	0.5	1	i	31	-1.5	-6	7	-5
COc1cc(C2C3=C(COC3=O)Oc3cc4c(cc32)OCO4)ccc1OC(C)=O (centres undefined)	-3	2	-0.3	2	i	17	-0.6	-2	-3	3
Cc1cccc(/C=N/NC(=O)c2ccc3c(c2)OCCO3)c1O	·	-4	0.3	-2	i	-1	3.0	-1	-5	-4
CCCn1c(SCC(=O)NC2CCCCC2C)n[nH]c1=O (centres undefined)	-6	0	-0.7	-4	i	-7	0.9	0	5	-3
CC1Cc2nc(SCC(=O)Nc3ccc4c(c3)OCO4)n(-c3ccc(F)cc3)c(=O)c2S1 (centres undefined)	-14	0	0.0	6	i	-1	0.8	2	-3	-7
COc1cccc2cc(C(=O)c3ccc([N+](=O)[O-])cc3)oc12	-1	-8	-0.8	-1	i	1	2.5	-2	5	-17
Cc1ccc(-n2nc(C)c(NS(=O)(=O)c3ccccc3)c2C)cc1C	3	-20	-0.6	-5	i	-6	-0.3	-2	0	0
CCCCN=C(C)c1c(O)c2ccccc2oc1=O	-7	-6	-0.7	7	i	4	-0.8	1	2	-3
CC(CC(=O)NCCc1ccc(S(N)(=O)=O)cc1)c1ccccc1 (centres undefined)	-5	3	-1.1	-4	i	8	-2.6	0	2	-1
CCN1CCN(C(=O)c2ccccc2N(Cc2ccccc2)S(=O)(=O)c2ccc(C)cc2)CC1	-4	-22	-1.1	-8	i	-4	-0.4	4	1	-2
O=C(Cc1ccccc1)Nc1cccc(-c2nc3ncccc3o2)c1	68*	3	-0.2	0	·	1	1.4	-1	-2	-3
Additional compounds follow:
SMILES	Scp1 inh	NRP1-CendR mod	Tb MetRS inh	NadD block	Neddylation inh	SKN-1 inh	LMPTP inh	STEP inh	DNMT1 inh	SUMO1-SIM PPI
CN(C)CC/C=C1\c2cc(F)ccc2CSc2ccccc21	-7	6	-0.9	-4	i	6	-0.7	-3	7	2
Cc1nc2ccc(NS(=O)(=O)c3c(F)cccc3F)cc2s1	3	-38	-0.3	-2	i	-1	-0.4	2	2	7
Cc1ccc(NC(=O)CCC(=O)O)cc1F	-5	15	0.8	-6	i	3	-2.1	-8	5	2
COc1ccc(OC)c(N(CC(=O)N2CCCC2)S(=O)(=O)c2ccc(OC)c(OC)c2)c1	-1	-3	-0.5	-5	i	2	-2.6	1	4	1
COc1ccc(OC)c(C2NC(=O)c3sc(=S)n(-c4ccccc4)c3N2)c1 (centres undefined)	-8	-16	0.1	-7	i	12	-0.8	2	4	-10
Cc1cccc(NC2=C(NCCO)C(=O)c3ccccc3C2=O)c1	6	-3	0.6	0	i	2	4.7	-2	15	-19

Bioassay records from PubChem BioAssay.
